HDAC3 inhib: human HDAC3 inhibition; recombinant HDAC3, fluorogenic peptide/trypsin coupled, fluorescence; 0.15% of 320,000 active; inhibition, % at 8.3 µM; AID 2718; O15379; in the data active = inhibition above about 26%, passing the limit was not always enough; inconclusive = no clear call, values can overlap the other calls
Target sequence (O15379 whole entry, looked up): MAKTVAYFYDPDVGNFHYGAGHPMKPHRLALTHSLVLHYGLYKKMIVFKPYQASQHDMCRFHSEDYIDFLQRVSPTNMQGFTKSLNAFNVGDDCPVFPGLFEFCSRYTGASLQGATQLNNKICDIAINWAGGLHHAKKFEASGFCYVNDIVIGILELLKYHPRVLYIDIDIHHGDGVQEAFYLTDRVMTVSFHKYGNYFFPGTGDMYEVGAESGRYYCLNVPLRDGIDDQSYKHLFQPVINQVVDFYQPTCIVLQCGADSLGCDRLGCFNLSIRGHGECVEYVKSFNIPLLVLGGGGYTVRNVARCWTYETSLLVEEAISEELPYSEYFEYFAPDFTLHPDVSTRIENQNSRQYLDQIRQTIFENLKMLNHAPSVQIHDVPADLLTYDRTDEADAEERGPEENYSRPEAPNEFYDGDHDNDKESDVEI
AI-2 QS modul: Vibrio harveyi AI-2 quorum sensing modulation. activity change, % at 7.5 µM. Vibrio harveyi JMH597 AI-2 luminescence/OD600 ratio, 9 h; hits give low values; strain lacks LuxN and CqsS sensors; 0 = neutral-control median. 0.4% of 300,000 active; in the data active = activity change below about -75%, passing the limit was not always enough; inconclusive = no clear call, values can overlap the other calls;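 note: luminescence divided by OD600 gain over 9 h not by final OD600 alone; inactives centre near 13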
Platelet DG rel: modulates dense granule release in human platelets. human platelet-rich plasma, SFLLRN dense granule ATP release, luminescence. inhibition, %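 (compounds screened at 7.5 µM in platelet-rich plasma)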. 0.22% of 300,000 active. AID 1663;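 active = mean replicate score, as percent of positive control, at or above 50; inconclusive = mean below 50 but at least one replicate at or above 50; inactive = mean and every replicate below 50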
HSF1 inh: HSF1 inhibition. 0.77% of 300,000 active. NIH3T3-HGL HSE-luciferase, MG132-induced, luminescence 8 h; hits give low values. activity change, negative = inhibition, % at 7.5 µM (by protocol);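 active = more than half of replicate wells show activity change below -50%, luminescence cut by over half; inconclusive = some wells, but at most half, below -50%; inactive = no replicate well below -50%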;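 note: luciferase reports HSF-1 transcriptional activity via heat shock element; 0% = median of DMSO wells and -100% = zero luminescence signal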
Dyrk1A ADPGlo: blocks rat Dyrk1A kinase activity. ADP-Glo luminescence, NFATc1 peptide. inhibition, % at 12.5 µM. 0.43% of 310,000 active. AID 504441; in the data active = inhibition above about 50%;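 note: plate controls were vehicle with enzyme for no effect and no enzyme for full effect; many of its hits are not listed in these tables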
GSK3 alpha inh: inhibitors of human GSK-3 alpha kinase. AID 2650. 0.1% of 320,000 active. inhibition, % at 10 µM. ADP-Glo luminescence, 60 min;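 in the data active = inhibition above about 50%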;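 note: GST-tagged GSK-3 alpha with peptide substrate and 25 µM ATP; 0% = DMSO neutral wells and 100% = GW8510 positive control wells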
GSK3B inh: blocks human GSK3beta kinase activity; P49841; GST-GSK3beta kinase, ADP-Glo luminescence, 60 min; hits give low values; 0.038% of 300,000 active; activity score (negative = inhibition), % at 10 µM; AID 2097;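 active = more than half of replicate wells score below -50%, meaning over 50% inhibition versus plate controls; inconclusive = some replicates but at most half score below -50%; inactive = no replicate scores below -50%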;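 note: 0% = median DMSO wells and -100% = median GW8510 positive control wells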
Target sequence (P49841 whole entry, looked up): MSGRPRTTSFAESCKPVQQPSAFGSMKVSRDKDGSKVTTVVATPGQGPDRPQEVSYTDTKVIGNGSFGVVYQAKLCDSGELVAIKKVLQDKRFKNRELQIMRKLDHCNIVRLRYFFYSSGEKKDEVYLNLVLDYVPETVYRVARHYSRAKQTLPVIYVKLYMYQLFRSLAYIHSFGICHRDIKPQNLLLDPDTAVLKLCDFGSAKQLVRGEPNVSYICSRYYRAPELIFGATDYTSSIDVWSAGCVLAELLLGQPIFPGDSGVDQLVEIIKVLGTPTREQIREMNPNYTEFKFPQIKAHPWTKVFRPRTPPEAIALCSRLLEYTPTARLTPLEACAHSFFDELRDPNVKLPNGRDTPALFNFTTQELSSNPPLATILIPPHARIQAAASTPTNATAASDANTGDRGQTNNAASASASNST
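Test system – GST-tagged human GSK3beta kinase, cell-free · Incubation – 60 min enzyme reaction, room temperature · Signal – ADP-Glo luminescence · Also added – peptide substrate and ATP at 25 µM · Controls – DMSO neutral wells and GW8510 at 20 µM as positive · Buffer or medium – Tris/MgCl2 kinase buffer · Measure – Luminescence-derived activity versus plate DMSO and GW8510 wells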
HSF1 activator: increases HSF-1 driven luciferase reporter signal; NIH3T3-HGL HSF-1 luciferase reporter, MG132, 8 h; 100% = twice DMSO control signal; activation, % at 9 µM; 1.7% of 300,000 active;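 active = mean replicate activation of at least 50% with a set share of replicates each reaching 50%; inconclusive = only one of those two conditions met; inactive = mean below 50% and too few replicates reaching it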;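 note: 0% = median of the neutral control wells and 100% = twice that signal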
PolyA inh: blocks polyadenylation in yeast reporter cells. 0.02% of 300,000 active. calls only at 12 µM. AID 1875. S. cerevisiae SKY197-pL101 polyadenylation reporter, beta-gal luminescence; efflux-impaired pdr1/pdr3 knockout yeast; score 100 = 6 SD above DMSO;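 active = lowest replicate activity score at least 50, where 100 means six control SD above control mean; inconclusive = lowest score under 50 but half or more replicates reach 50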;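 note: yeast exposed to compound for 9 h at 30 °C; higher score means more reporter readthrough which indicates perturbed polyadenylation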
HSP90 refold inh: inhibitors of HSP90 luciferase refolding in rabbit reticulocyte lysate. luciferase refolding luminescence, 3 h. inhibition, % at 5.6 µM. 0.91% of 290,000 active;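 active = inhibition above the screen-wide mean plus 3 SD, computed separately per campaign, cut at about 16% in these data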;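 note: 0% = DMSO wells and 100% = 60 µM geldanamycin wells; inhibitors lower the luminescence because luciferase stays unfolded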
* hit, by the source's call; i = inactive; ? = inconclusive; nt = not tested or not shown. Only part of the results is shown (hit frequency here may not be typical).

SMILES	HDAC3 inhib	AI-2 QS modul	Platelet DG rel	HSF1 inh	Dyrk1A ADPGlo	GSK3 alpha inh	GSK3B inh	HSF1 activator	PolyA inh	HSP90 refold inh
O=C(COc1ccc2c(c1)oc(=O)c1ccccc12)N[C@@H](Cc1ccccc1)C(=O)O	-31	32	3	-3	36	2	4	-2	i	-6
CCCCCC(=O)N1CC2(CC(c3cccc(NC(=O)COc4ccc(Cl)cc4)c3)=NO2)C[C@@H]1C(N)=O (stereo partly drawn)	-4	4	-10	5	-2	0	3	9	i	nt
CCCCn1c(=O)[nH]c(=O)c2c1nc(-c1ccncc1)n2CCOC	-6	8	-3	2	8	-1	1	28	i	-3
Fc1ccc(/C=N/N2CCOCC2)c(F)c1	-5	6	-12	2	-6	-2	-1	-5	i	7
O=C(c1cccc(S(=O)(=O)N2CCN(c3ccc(F)cc3)CC2)c1)N1CCCC(C(F)(F)F)C1 (stereo not drawn)	5	27	0	2	1	-1	0	-13	i	nt
CCC(=O)N(Cc1cc2ccccc2[nH]c1=O)c1ccc(OC)cc1	4	20	1	6	23	4	5	15	i	-1
Cc1c(Cc2ccc3c(c2)OCO3)sc(NC(=O)c2ccccc2)c1C(N)=O	7	26	1	4	-7	0	2	-1	i	-1
COc1ccccc1N(CC(=O)NCCSC(C)(C)C)S(C)(=O)=O	3	17	2	-3	-6	0	4	2	i	8
CC(Sc1ncc(C(F)(F)F)cc1Cl)C(=O)NCC1CCCO1 (stereo not drawn)	-5	15	nt	nt	3	-2	0	nt	nt	-4
Cc1nn(C)cc1/C=N/O	-2	16	-8	-8	1	0	2	26	i	4
Cc1ccc(-c2c(C#N)c(N)n(-c3ccccc3)c(=O)c2C#N)cc1	0	9	54*	-7	2	-3	1	1	i	1
O=C(NC(=S)Nc1ccc(Cl)c(C(=O)O)c1)c1cncc(Br)c1	-8	26	2	-2	0	-2	-5	34	i	-1
CC(C)(C)C(=O)NCCCNc1ccc([N+](=O)[O-])cc1	5	15	18	-4	nt	-1	-2	7	i	-3
O=C(Nc1ccc(Cc2ccncc2)cc1)C1CCC(N2C(=O)C3C4C=CC(C4)C3C2=O)CC1 (stereo not drawn)	4	21	4	nt	-1	-6	-1	nt	i	1
Cc1ccc(Cc2c(C)nc3nc(SCC(=O)NCCCN4CCOCC4)nn3c2C)cc1	-5	-7	0	6	-5	-2	-4	2	i	-1
N/C(=N\OC(=O)CCCOc1ccccc1)c1cccc(Br)c1	2	10	12	-3	nt	-5	2	-14	i	1
CCn1cc(/C=N\NC(=O)c2ccc3c(c2)c(C)c(C)n3Cc2ccccc2)c(C)n1	10	-8	17	0	-2	0	0	-7	i	-1
COc1ccccc1COC(=O)Nc1c(C)nn(C)c1Cl	-5	28	1	8	-19	0	3	14	i	2
COc1cccc(/C=N/NC(=O)C(=O)Nc2ccccc2OC(F)(F)C(F)F)c1	-1	7	2	-5	0	1	2	-11	i	-2
Cc1ccccc1CSCCNC(=O)c1ccccc1	2	1	5	-5	3	1	-3	-1	i	5
O=C(Cc1ccc(S(=O)(=O)N2CCOCC2)s1)Nc1ccc(N2CCOCC2)cc1	-4	-1	-13	4	-3	5	-1	7	nt	0
CCOc1ccc(CCNC(=O)CCc2nnc3ccc(N4CCOCC4)nn23)cc1OCC	8	10	4	-5	-9	-2	3	-11	i	-1
Cc1cc(N2CCCc3ccccc32)n2ncnc2n1	5	12	2	-4	-6	0	1	-3	nt	0
CC(=O)c1c(C)[nH]c(C(=O)CSc2nnc(-c3ccc(Cl)cc3)n2CC2CCCO2)c1C (stereo not drawn)	5	10	?	0	2	-4	2	10	i	2
COc1ccc(CNC(=O)CCNS(=O)(=O)c2ccc(Cl)cc2)cc1	0	21	11	-3	17	-3	3	2	i	0
Cn1nnnc1SCC(=O)Nc1ccc2c(c1)OCO2	1	18	-1	-2	-2	1	2	-3	i	-2
Cc1ccc(NC(=O)c2ccc(CSc3ncnc4nc[nH]c34)cc2)c(C)c1	-1	32	12	-2	-2	-2	-7	-4	i	-1
CCCC[n+]1c(-c2ccc(Cl)cc2Cl)csc1Nc1ccccc1	5	30	-9	-2	-6	1	0	24	i	-1
CCCc1cc(CNC(=O)C2CCC(=O)N(Cc3ccccc3F)C2)on1 (stereo not drawn)	-2	15	3	1	-5	-2	1	1	i	-4
CCOC(=O)C(CCCOc1ccc(C(C)CC)cc1)C(=O)OCC (stereo not drawn)	9	11	-1	-27	4	2	0	-33	i	11
Cn1c(Cc2cccs2)nnc1SCc1nc2ccccc2[nH]1	1	26	1	3	-3	-20	-2	-12	i	-1
O=C(NCc1cccs1)c1cc(-c2cccs2)on1	2	-15	-12	6	6	-2	3	2	i	-4
CC1(C(=O)O)CCC(C(=O)N2CCOCC2)C1(C)C (stereo not drawn)	-9	17	-6	-10	-19	0	0	-21	i	0
CSc1nc2c(c(=O)n1-c1ccc(F)cc1)SCC2	-3	11	19	3	-3	0	0	-3	i	0
COc1ccccc1C(=O)N/C(=C/c1ccc2c(c1)OCO2)C(=O)Nc1ccc(C(=O)O)cc1	3	23	-3	-2	0	-4	1	3	i	-4
O=C(Nc1ccc(C2CC2(Cl)Cl)cc1)c1ccccc1Br (stereo not drawn)	3	5	-2	18	-10	0	-2	28	i	2
O=C(O)CCCCN1C(=O)/C(=C\c2ccc(OCc3ccccc3)c(OCc3ccccc3)c2)SC1=S	1	36	8	21	-2	-2	1	28	i	-5
C=CCOC(=O)/C(=C/c1cccnc1)NC(=O)c1ccccc1	1	9	11	-1	nt	13	2	5	i	2
COc1cc2nc(=S)n3[nH]c(CCn4c(C)nc5ccccc54)nc3c2cc1OC	4	14	-4	-1	-3	2	4	-11	i	4
O/N=C\c1cccn1-c1ccc(Br)cc1	-5	-9	16	0	7	1	-1	-28	i	3
O=C(CN1C(=O)c2ccccc2C1=O)NCc1ccc(N2CCOCC2)cc1	-4	12	nt	nt	nt	2	-2	nt	i	2
O=C1C(NS(=O)(=O)c2cccs2)=C(N2CCN(c3ccccc3)CC2)C(=O)c2ccccc21	3	11	0	28	9	-1	1	40	i	-1
Cc1ccc(NC(=O)C2CCN(S(=O)(=O)c3cnc[nH]3)CC2)cc1C	nt	17	3	2	11	nt	2	-4	i	-3
COC(=O)c1cccc(-n2c(CCC(=O)O)ccc2-c2cccs2)c1	2	8	11	22	0	0	1	33	i	1
N#Cc1c(-c2ccco2)nc(SCC(=O)Nc2ccc(S(N)(=O)=O)cc2)[nH]c1=O	1	20	-1	-8	nt	4	3	8	i	-1
O=C(Nc1c2c(nn1-c1ccc(F)cc1)CS(=O)(=O)C2)c1ccc(Br)o1	1	14	-3	3	-2	-2	0	10	i	1
CCN(CC(=O)Nc1ccc(NC(C)=O)cc1)C(=O)/C=C/c1c(C)nn(-c2ccc(F)cc2)c1C	-3	6	10	-8	1	0	-2	4	i	-1
CCOC(=O)c1c(-c2ccc(C)c(C)c2)csc1NC(=O)C1CC=CCC1C(=O)O (stereo not drawn)	0	10	7	-6	-6	-8	0	-4	i	1
Nc1ncnc2c1ncn2CCc1ccccc1	-4	20	-1	-3	6	1	0	-5	i	8
CCCC(NC(=S)NCC1CCCO1)C12CC3CC(CC(C3)C1)C2 (stereo not drawn)	5	19	-1	8	-6	-3	-1	13	i	2
COc1ccc(Nc2cc3n(c(=O)n2)CCc2cc(OC)c(OC)cc2-3)c(C)c1	5	39	80*	-1	21	4	-1	-26	i	1
Cn1c(O)c(N=NC(=N)N)c2ccccc21	8	8	0	-3	10	-5	0	7	i	0
Nc1ccccc1C(=O)Nc1cccc(C(=O)O)c1	0	21	-4	-6	-5	0	3	0	i	33*
CCOC(=O)C1CCN(C(=O)c2cc3ccccc3oc2=O)CC1	7	13	-3	10	-1	-1	2	0	i	0
Cn1c(C(=O)Nc2ccccc2)cc2sccc21	1	5	0	19	6	-1	3	36	i	-2
Cc1ccc(S(=O)(=O)N/N=C\c2ccc([N+](=O)[O-])o2)cc1C	1	35	-2	1	5	0	2	10	i	-2
CCC1(CC)Cc2ccccc2-c2nc3ccccc3c(=O)n21	-5	5	-4	-3	-4	1	-5	-11	i	2
CNC(=O)c1c(NC(=O)c2ccc3ncsc3c2)sc(C)c1C	nt	12	10	17	-2	nt	0	40	i	nt
CN(C1CCCCC1)C(CNS(=O)(=O)c1ccc(Cl)cc1)c1ccccc1 (stereo not drawn)	-5	-4	-1	5	nt	-3	0	0	i	1
CC(=O)C(Sc1ccc2nnc(-c3cccnc3)n2n1)C(C)=O	-4	11	8	-2	-33	nt	2	-18	i	1

Next section
SMILES	HDAC3 inhib	AI-2 QS modul	Platelet DG rel	HSF1 inh	Dyrk1A ADPGlo	GSK3 alpha inh	GSK3B inh	HSF1 activator	PolyA inh	HSP90 refold inh
CCN(CCCNC(=O)CC(C(=O)N1CCc2ccccc21)n1ccnc1)c1ccccc1 (stereo not drawn)	3	14	-1	0	-11	-1	3	8	i	5
C=CCC(O)(CC=C)CNC(=O)c1ccc(OC)c(OC2CCN(C(C)=O)CC2)c1	-1	27	-9	11	10	-1	1	23	i	-1
COc1cc(Nc2ccc(C(=O)O)cc2[N+](=O)[O-])cc(OC)c1	2	22	4	7	-2	0	5	9	i	3
O=C(O)c1ccccc1C(=O)Nc1c(-c2ccccc2)nc2ccccn12	3	22	8	3	nt	-5	3	6	i	0
O=C(COc1ccc(Br)cc1)NC(=S)Nc1ccccc1N1CCOCC1	4	7	-6	19	-3	5	-2	7	i	4
O=C(Cn1cnc2scc(-c3ccc(Br)cc3)c2c1=O)N1CCOCC1	-4	9	0	-1	-11	-1	0	5	i	4
O=C(c1scc2c1CCCC2)N1CCCCC1	-7	20	4	-1	-3	-4	5	8	i	3
C=CCN(C(=O)c1csnn1)C(C(=O)NC1CCCC1)c1ccccc1 (stereo not drawn)	4	0	-8	1	-6	-1	1	-9	i	-1
CSCCC(NC(=O)c1cccc(C)c1)C(=O)OCC(=O)Nc1c(C)nn(-c2ccccc2)c1C (stereo not drawn)	-17	9	16	7	9	-1	2	7	nt	nt
O=C(Nc1cccc2c1CCCC2)c1cccc(F)c1	5	2	3	1	7	nt	7	1	i	1
CN(C)Cc1c(C(=O)N/N=C/c2ccc(OCc3ccc(F)cc3)cc2)nnn1-c1nonc1N	1	24	-9	19	4	0	-5	36	i	-4
COc1ccc(-c2csc(/C(C#N)=C(\O)CSc3nccn3C)n2)cc1OC	-2	12	1	-88*	0	1	4	-91	i	1

Random excerpt: 2 entries already listed
SMILES	HDAC3 inhib	AI-2 QS modul	Platelet DG rel	HSF1 inh	Dyrk1A ADPGlo	GSK3 alpha inh	GSK3B inh	HSF1 activator	PolyA inh	HSP90 refold inh
COc1cc(Nc2ccc(C(=O)O)cc2[N+](=O)[O-])cc(OC)c1	2	22	4	7	-2	0	5	9	i	3
O=C(O)c1ccccc1C(=O)Nc1c(-c2ccccc2)nc2ccccn12	3	22	8	3	nt	-5	3	6	i	0

High-throughput results as filed in PubChem BioAssay.
